# GASC-1 inh – human JMJD2C demethylase inhibition | 0.069% of 330,000 active | inhibition, % at 2.35 µM | GST-JMJD2C(1-420) H3K9me3 demethylation, DELFIA europium | Q9H3R0;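 active = more than half of a compound's replicate wells show inhibition beyond 50%, single wells judged on their own value; inconclusive = some, but no more than half, of replicates pass 50% inhibition; inactive = no replicate passes 50% inhibition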;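 note: signal counts dimethyl H3K9 product captured on neutravidin plate; 0% = median of DMSO wells and 100% = 0.3 times that DMSO median; strong numbers were not always called active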
# procasp7 counter – counter-screen for procaspase-3 activators: activators of human procaspase-7. P55210. recombinant procaspase-7, Ac-DEVD-pNA absorbance 405 nm; D23A/D198A/D206A triple mutant, cannot self-cleave; scale: DMSO 0, 5 µM enzyme 100. activation, % at 8.5 µM. 0.093% of 330,000 active;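 active = percent activation above the screen-wide mean plus 3 SD, cut at about 25% in these data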
#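 buffer or medium = Zinc-free HEPES/NaCl buffer, pH 7.4 | material = Procaspase-7 triple mutant (PC-7 D3A) | input = 2 µM procaspase-7 mutant as dispensed | signal = Epi-absorbance of released pNA at 405 nm, two timepoints | timing = 1 h preincubation, 2 h reaction | replicates = singlicate compound testing | evaluation = % activation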
# MEP2-GFP yeast – alters MEP2-GFP fluorescence in TOR pathway yeast screen. S. cerevisiae MEP2-GFP strain, flow cytometry GFP, 3 h; 100% = DMSO control level. GFP response vs DMSO, % at 10 µM. 0.51% of 330,000 active. AID 2016;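 active = GFP response versus DMSO above a set limit, roughly screen mean plus 3 SD, cut at about 180% in these data; inconclusive = fewer than 70 cells counted for a yeast strain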;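 note: median GFP fluorescence of the barcode-gated MEP2-GFP cells per well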
# RPL19A TOR yeast – yeast TOR pathway RPL19A-GFP modulation; percent response vs DMSO, % at 10 µM; S. cerevisiae RPL19A-GFP strain, flow cytometry, 3 h; active compounds read low; 0.3% of 330,000 active;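 active = percent response vs DMSO below 50%; inconclusive = fewer than 70 events counted for the yeast strain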;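 note: median channel GFP fluorescence of the barcoded RPL19A-GFP strain; ratio of sample median GFP to plate DMSO average so 100% = DMSO; lower means less RPL19A-GFP as with rapamycin TOR inhibition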
# LAP4 TOR yeast – yeast TOR pathway LAP4-GFP modulation | 0.34% of 320,000 active | GFP response vs DMSO, % at 10 µM | AID 2023 | S. cerevisiae LAP4-GFP multiplex, flow cytometry GFP, 3 h; median GFP as percent of DMSO wells;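 active = GFP response vs DMSO above a set limit, about the screen mean plus 3 SD, cut at about 150% in these data; inconclusive = under 70 cell events counted for the yeast strain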
# Yeast superoxide – caloric restriction mimetics inhibiting age-related superoxide in yeast; superoxide response (% of plate mean), % at 10 µM; 0.18% of 330,000 active; S. cerevisiae aged cells, superoxide DHE fluorescence; active compounds read low;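 active = superoxide response under a set limit, about three screen SD below normal, cut at about 65% in these data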;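 note: yeast aged for seven days with compound at 30 °C before DHE staining; 100% = average MFI of all compound-treated wells on the plate with controls excluded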
# AHR act – activates the human aryl hydrocarbon receptor; P35869; AHR-responsive luciferase reporter cells, luminescence; activation, % at 5 µM; 2.5% of 320,000 active; in the data active = activation above about 47%;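 note: 0% = vehicle wells and 100% = reference agonist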
# Target sequence (P35869 whole entry, looked up): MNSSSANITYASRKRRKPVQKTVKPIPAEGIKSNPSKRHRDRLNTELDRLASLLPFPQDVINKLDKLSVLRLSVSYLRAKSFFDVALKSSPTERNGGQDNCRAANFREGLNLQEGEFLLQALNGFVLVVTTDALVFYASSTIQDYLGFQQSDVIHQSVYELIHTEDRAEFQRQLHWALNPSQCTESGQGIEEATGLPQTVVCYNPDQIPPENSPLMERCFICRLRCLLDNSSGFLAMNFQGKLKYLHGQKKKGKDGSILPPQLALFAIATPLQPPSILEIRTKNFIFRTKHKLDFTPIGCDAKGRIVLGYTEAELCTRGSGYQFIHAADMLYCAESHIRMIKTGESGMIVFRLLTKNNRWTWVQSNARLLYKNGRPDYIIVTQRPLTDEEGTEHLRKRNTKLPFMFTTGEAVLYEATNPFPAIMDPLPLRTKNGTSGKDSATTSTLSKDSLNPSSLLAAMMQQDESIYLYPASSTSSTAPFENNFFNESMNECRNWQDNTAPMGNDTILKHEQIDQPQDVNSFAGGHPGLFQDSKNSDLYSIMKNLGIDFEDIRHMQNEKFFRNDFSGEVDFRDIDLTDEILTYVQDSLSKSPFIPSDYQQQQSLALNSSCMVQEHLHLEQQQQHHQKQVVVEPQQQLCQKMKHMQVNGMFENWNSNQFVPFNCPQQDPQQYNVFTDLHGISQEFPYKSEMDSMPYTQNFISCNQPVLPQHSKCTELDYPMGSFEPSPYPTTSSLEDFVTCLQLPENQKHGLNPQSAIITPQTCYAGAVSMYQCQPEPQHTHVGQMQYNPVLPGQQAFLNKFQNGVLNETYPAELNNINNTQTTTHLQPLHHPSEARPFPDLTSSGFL
# proCasp3 act – procaspase-3 (human) activation; recombinant procaspase-3 D3A, Ac-DEVD-pNA absorbance 405 nm; AID 463141; activation, % at 8.5 µM; 0.11% of 330,000 active; P42574;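 active = activation above the mean of all tested compounds plus 3 SD, cut at about 21% in these data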;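 note: 0% = DMSO alone and 100% = DMSO wells spiked with extra 5 µM PC-3 D3A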
# Target sequence (P42574 whole entry D9A/D28A/D175A): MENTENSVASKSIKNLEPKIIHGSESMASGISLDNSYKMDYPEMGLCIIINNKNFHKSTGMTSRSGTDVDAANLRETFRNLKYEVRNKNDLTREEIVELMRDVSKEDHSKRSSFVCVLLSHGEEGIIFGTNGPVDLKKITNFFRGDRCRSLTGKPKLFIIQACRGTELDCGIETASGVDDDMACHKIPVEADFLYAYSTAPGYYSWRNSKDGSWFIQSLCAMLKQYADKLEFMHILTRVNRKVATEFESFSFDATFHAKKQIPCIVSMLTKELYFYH
#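 material = Procaspase-3 D3A mutant | probe or stimulus = Ac-DEVD-pNA | compound = single dose, 8.5 µM nominal compound, 0.8% DMSO | timing = 1 h preincubation, 2 h reaction | measured by = 405 nm absorbance of p-nitroaniline, reads at 0 and 120 min | benchmarks = DMSO-only low control, 5 µM PC-3 D3A high control | repeats = singlicate, each compound tested once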
# An asterisk follows results filed as active; ? = inconclusive; . = no result given. Compounds were not picked by outcome; overall some 3.8% were active at least once.
SMILES,GASC-1 inh,procasp7 counter,MEP2-GFP yeast,RPL19A TOR yeast,LAP4 TOR yeast,Yeast superoxide,AHR act,proCasp3 act
O=C(CSc1nccn1Cc1ccccc1)Nc1nccs1,8,13,96,92,93,98,8,-1
Cn1c(C(=O)N2CCN(c3ccccc3)CC2)cc2cc(Cl)ccc21,-9,-4,112,100,103,101,8,0
Cc1noc(C)c1CSc1nc2ccccc2s1,3,-10,98,99,112,110,21,-4
CC(C)(C)n1nnnc1C(c1ccncc1)N1CCN(c2ccc(O)cc2)CC1 (stereo not drawn),-1,-34,98,100,92,88,-1,-15
CCOc1ccc(NC(=O)CN2C(=O)CSC(C)C2=O)cc1 (stereo not drawn),0,4,101,106,106,130,-2,5
CCOC(=O)C(C)Oc1ccsc1C(=O)OC (stereo not drawn),51*,1,102,100,98,112,2,6
O=C(CCc1nnc(Cc2ccc(-c3ccccc3)cc2)o1)NCCc1ccccn1,-6,6,92,97,98,86,1,6
COc1ccccc1OCCSc1nc2ccc([N+](=O)[O-])cc2s1,5,5,110,111,102,99,35,11
Cc1ccc(-n2ccnc2SCC(=O)O)c(C)c1,10,-1,101,97,99,115,-2,7
Cc1cc(C)n(-c2nc3ccccc3nc2N2CCCC2)n1,2,-3,108,.,113,77,-1,-1
CS(=O)(=O)N1CCN(c2nc(-c3ccccc3)cs2)CC1,2,-2,97,96,96,100,-4,5
COC(=O)c1ccc(CSc2nnc(C)n2N)o1,-51,-12,92,99,82,78,5,-8
Cc1ccc(N2C(=O)C(F)(F)C2c2ccccc2)cc1 (stereo not drawn),-7,5,107,101,96,91,1,1
CCOC(=O)C1CCN(C(=O)c2cccc(NS(=O)(=O)c3ccc(Br)cc3)c2)CC1,9,11,?,?,?,83,-1,0
O=C(/C=C/c1ccco1)Nc1cc(Cl)ccc1C(=O)O,-4,-7,100,108,90,110,1,1
CCCOc1ccccc1C(=O)NC(CO)C(=O)O (stereo not drawn),0,3,87,96,94,94,0,-2
O=C(Nc1cccc(-c2cnc3ccccc3n2)c1)c1ccncc1,-2,5,106,98,107,82,2,-2
COc1ccc(Cc2nc(-c3cccs3)no2)cc1,-13,-5,104,99,108,112,10,-2
Cc1ccc(CNC(=O)COC(=O)c2cccc(S(=O)(=O)N3CCCCC3)c2)cc1,-9,0,106,94,93,78,-1,-5
COc1cccc(C(=O)Nc2cc(C(F)(F)F)ccc2Cl)c1,-7,-9,103,97,107,94,60*,4
O=c1c2cc(Br)ccc2[nH]c(=S)n1Cc1cccnc1,24,7,106,98,93,100,-3,3
N#Cc1c(-c2ccc(Br)cc2)cc(-c2cccnc2)nc1N,-2,1,105,104,90,98,93*,-1
O=C(N/N=C/c1ccc2cccnc2c1)c1ccco1,10,1,99,103,103,97,-2,6
O=C(Nc1ccc(C(F)(F)F)cc1)c1ccccc1,-138,4,97,99,104,105,53*,10
O=C(NC1CCCc2ccccc21)c1cc(Cl)ccn1 (stereo not drawn),10,5,105,94,109,108,8,-8
CC(C)c1ccc(NC(=O)CNC(=O)Cn2ccc3ccccc3c2=O)cc1,3,7,105,105,89,95,1,9
CC(C)c1ccc(S(=O)(=O)N2CCN(C(=O)C3CCN(C(=O)c4ccc(F)cc4)CC3)CC2)cc1,3,4,104,110,106,93,0,-1
CC(c1ccccc1)n1c(S(=O)(=O)O)nc2ccccc21 (stereo not drawn),3,5,89,93,106,90,2,4
COC(=O)c1ccc(Sc2ccc(F)cc2)c(N)c1,5,8,99,95,114,89,1,13
CC1C(=O)CCCCCCCCCC2C1(N1CCOCC1)CS2(=O)=O (stereo not drawn),1,-3,100,101,100,97,-1,3
COc1ccccc1N1CCN(C(=O)CSc2nc(N)cc(=O)[nH]2)CC1,-2,-15,104,.,103,114,-1,4
O=C(CCn1nc(-c2ccccc2)c2ccccc2c1=O)N1CCN(c2ccccc2)CC1,8,9,103,100,105,98,-1,0
Cc1cc(C)n2nc(SCC(=O)N3CCc4ccccc43)nc2n1,3,9,95,95,82,97,38,1
O=C(COC(=O)CSc1ccc([N+](=O)[O-])cc1)NCc1ccco1,1,-5,99,96,106,124,-2,9
CCN(C(=O)CSc1nnc(-c2ccccc2)n1C)C1CCS(=O)(=O)C1 (stereo not drawn),73,5,102,104,96,99,2,-5
Cc1ccccc1-n1c(SCC(=O)c2cc(C)n(C)c2C)nnc1-c1cccnc1,-6,2,105,98,106,91,-1,-4
C=CC[C@@H](CC(=O)OC(C)(C)C)C(=O)OC[C@@H]1CCCN1C(=O)[C@H](CC=C)CC(=O)NCCO,2,6,90,92,86,84,-2,7
CCOc1ccc2nc(SCC(=O)N(C)C)[nH]c2c1,-1,14,102,110,103,98,13,2
CCCOc1ccc(-c2c(C(=O)N/N=C(\C)c3ccco3)nnn2-c2nonc2N)cc1,-11,-4,102,105,99,103,4,2
CCOC(=O)C1CCN(CCC(=O)Nc2cccc(Cl)c2)CC1,-1,8,105,102,93,99,1,4
CNC(=S)N1CCC(n2cnc3ccccc32)CC1,-14,1,106,103,104,98,-3,5
Cc1cc(=O)[nH]c2ccc(Cl)cc12,3,6,94,93,87,102,2,-8
Cc1ccccc1Cn1nc(C)c(NC(=O)C(F)(F)F)c1C,-1,7,95,111,85,106,0,1
O=C(NCc1ccco1)C(c1ccco1)N(C(=O)Cn1nnc2ccccc21)c1ccc2c(c1)CCC2 (stereo not drawn),-2,-12,106,.,96,88,5,-6
Cc1ccc(O)c(C(=O)c2cnc3c(c2)COc2ccccc2-3)c1,11,-2,98,92,97,112,3,-7
CN(C)S(=O)(=O)N1CCC(Oc2cccc(C(=O)NC3CCCCC3)c2)CC1,-2,3,111,97,95,94,0,3
O=C(NCCc1ccncc1)C12CC3CC(CC(C3)C1)C2,2,9,101,101,106,108,25,-4
COc1ccc(-c2c(NC(=O)c3ccco3)n(-c3ccc(C)cc3)nc(C)c2=O)cc1,6,1,93,95,98,101,-3,2
CCc1cc(=O)oc2cc(OCC(=O)N3CCC(C(N)=O)CC3)ccc12,?,10,105,96,106,89,0,6
O=C(CCC(=O)c1ccc(F)cc1)NCC1(N2CCCCC2)CCCCC1,-4,3,95,92,95,85,3,2
CC(C)(C)c1ccc(C(=O)N2CCN(c3ncccn3)CC2)cc1,7,13,114,112,100,101,3,3
CCOC(=O)CN(C(=O)COc1nc(C)cc(C)c1C#N)c1cccc(Cl)c1,-12,2,95,98,110,88,-2,-4
Cc1cc(NC(=O)CC(C)C)c(=O)n(Cc2cccc(F)c2)c1,11,-16,145,114,106,114,1,-18
CC(C(=O)N(C)Cc1ccccc1)N1CCN(C/C=C/c2ccccc2)CC1 (stereo not drawn),10,-7,102,101,112,111,2,-3
CCOC(=O)c1cccc(NC(=O)Cn2cc3c(n2)CCC(C)C3)c1 (stereo not drawn),-2,-10,112,99,103,102,5,1
COc1ccc(S(=O)(=O)N/N=C(/C)c2ccncc2)cc1OC,13,.,102,111,74,94,.,.
CN(C(=O)/C=C/c1ccc([N+](=O)[O-])s1)c1ccccc1,17,1,81,92,111,98,-5,7
COc1ccccc1C(=O)NCCC(=O)N1CCN(c2ccccc2Cl)CC1,-16,3,96,98,102,130,0,-4
COc1ccc(OC2CCN(C(=O)Nc3ccc(C)cc3)CC2)cc1,-12,-5,125,107,117,118,3,3
CCN(CC(=O)NCc1ccco1)S(=O)(=O)c1ccc(F)cc1,-8,-7,106,92,96,97,-2,10

# The list continues.
SMILES,GASC-1 inh,procasp7 counter,MEP2-GFP yeast,RPL19A TOR yeast,LAP4 TOR yeast,Yeast superoxide,AHR act,proCasp3 act
CCc1nnc(NC(=O)c2ccc(-c3ccc(Cl)cc3)o2)s1,-2,-12,84,86,79,107,-1,-5
Cc1cccc(Cn2cnc3c(nnn3Cc3ccc(F)cc3)c2=O)c1,-3,6,108,106,109,91,0,5
CCOC(=O)c1oc2cc(O)c(CC)cc2c(=O)c1-c1ccc2c(c1)OCCO2,0,2,99,99,94,101,7,6
Cc1cccc(NC(=O)C(c2cccc([N+](=O)[O-])c2)N2CCCCC2)c1 (stereo not drawn),-3,11,96,98,93,106,3,5
COCC(C)NS(=O)(=O)c1ccc(C(=O)NCCCn2ccc3ccccc32)cc1 (stereo not drawn),3,7,106,106,97,94,2,5
O=C1CCC([N+](=O)[O-])C(c2ccc(F)c(Br)c2)N1 (stereo not drawn),11,0,108,115,111,102,0,2
CCC(=O)N=c1sc2c(OC)ccc(OC)c2n1C,7,12,100,95,102,109,13,2
COc1ccccc1CCC(=O)OCC(=O)NC1CCCC1,10,7,102,101,108,97,2,2
O=C(CN1C(=O)c2cccc3cccc1c23)NCc1ccc2c(c1)OCO2,-10,2,102,105,103,85,-1,29*
CCNS(=O)(=O)c1ccc(CCC(N)=O)cc1,7,9,97,94,96,93,1,1
O=C(Nc1ccc(O)cc1)c1ccc(NC(=O)c2cccs2)cc1,-3,-5,109,102,90,97,-3,6
CN(CC(=O)Nc1ccc(Cl)c(C(F)(F)F)c1)C(=O)c1ccc(OCC2CCCO2)cc1 (stereo not drawn),-1,0,92,88,97,125,-2,-4
O=c1[nH]c2cc3c(cc2cc1CN(CCCO)C(=S)NCc1ccco1)OCO3,-32,-16,106,99,112,89,29,-7
COc1ccc(C2NS(=O)(=O)OCC2C)cc1 (stereo not drawn),?,4,86,95,119,104,-1,-5
Cc1c(-c2nc(N)nc(Nc3ccc(F)cc3)n2)oc2ccccc12,-1,3,106,94,108,113,-12,-10
CCC(=O)NC(=S)Nc1ccccc1C(=O)NC1CCCCC1,-6,-11,103,104,105,98,2,1
O=C(Nc1ncn[nH]1)c1cc(S(=O)(=O)Nc2ccc(Cl)cc2)ccc1Cl,-7,4,99,104,93,96,13,-5
O=[N+]([O-])c1ccc(N2N=C(c3ccco3)CC2c2ccccc2)cc1 (stereo not drawn),7,-22,122,93,132,91,7,-40
Cc1cc(C(=O)NNC(=O)c2cccc([N+](=O)[O-])c2)n[nH]1,8,-5,103,96,101,76,2,0
CCC(C)(C)NC(=O)CN(C(=O)CCC(=O)Nc1cc(C)ccn1)c1ccc2c(c1)OCO2,.,0,94,96,95,103,6,-3
Cc1cc(C)c(Cn2c3ccccc3c3cnn(CC(=O)NCCN4CCOCC4)c(=O)c32)c(C)c1,2,5,103,102,110,112,8,7

# Reformatted: entries from further up
# Each structure is followed by: GASC-1 inh | procasp7 counter | MEP2-GFP yeast | RPL19A TOR yeast | LAP4 TOR yeast | Yeast superoxide | AHR act | proCasp3 act
> O=[N+]([O-])c1ccc(N2N=C(c3ccco3)CC2c2ccccc2)cc1 (stereo not drawn)
→ 7 | -22 | 122 | 93 | 132 | 91 | 7 | -40
> Cc1cc(C(=O)NNC(=O)c2cccc([N+](=O)[O-])c2)n[nH]1
→ 8 | -5 | 103 | 96 | 101 | 76 | 2 | 0
> CCC(C)(C)NC(=O)CN(C(=O)CCC(=O)Nc1cc(C)ccn1)c1ccc2c(c1)OCO2
→ . | 0 | 94 | 96 | 95 | 103 | 6 | -3
> Cc1cc(C)c(Cn2c3ccccc3c3cnn(CC(=O)NCCN4CCOCC4)c(=O)c32)c(C)c1
→ 2 | 5 | 103 | 102 | 110 | 112 | 8 | 7
